# NOD2 inhibition: NOD2 signaling inhibitors, cell-based, luminescence, uHTS, HEK293 (AID 1566) | one-dose inhibition, % at 4 µM; EC50 in µM for titrated hits | HEK293 NOD2/NF-kB luciferase reporter, luminescence; higher % means a stronger effect | actives 0.63% (n = 290,000); note: many of its hits are not listed in these tables
# Siah-1 displacement: blockers of Siah-1 interaction with plectin peptide – biochemical, fluorescence polarization, rhodamine-plectin, uHTS, primary screen (AID 1817) | Siah-1 / rhodamine-plectin peptide fluorescence polarization; higher % means a stronger effect | one-dose displacement, % at 20 µM; IC50 in µM for titrated hits | actives 0.02% (n = 290,000);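 active = displacement of at least 50% at 20 µM, with a fluorescence ratio check between 0.3 and a set limit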;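 note: plate controls were Siah plus tracer with DMSO for no effect and tracer alone without Siah for full effect; strong numbers were not always called active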
# KOR beta-arrestin-1: kappa opioid receptor activators – cell-based, luminescence, uHTS, primary screen (AID 1777); KOR beta-arrestin recruitment, luminescence; higher % means a stronger effect; activation, % at 10 µM; hits with a dose series show EC50 in µM; actives 0.02% (n = 280,000); in the data active = activation above about 50%, passing the limit was not always enough; note: a part of the inactive calls stands beside numbers as strong as those of hits
# KOR beta-arrestin-2: kappa opioid receptor blockers – cell-based, luminescence, uHTS (AID 1778); actives 0.091% (n = 290,000); KOR beta-arrestin recruitment, luminescence, antagonist mode; higher % means a stronger effect; one-dose inhibition, % at 10 µM; IC50 in µM for titrated hits; note: strong numbers were not always called active
# LYP phosphatase: inhibitors of LYP phosphatase, biochemical, fluorescence intensity, uHTS (AID 1779); inhibition, % at 11.5 µM, or IC50 in µM where a hit was titrated; recombinant LYP phosphatase, fluorescence intensity; higher % means a stronger effect; actives 0.054% (n = 290,000);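 note: plate controls were vehicle with enzyme for no effect and no enzyme for full effect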
# HIV peptide binding: inhibitors of HIV fusion peptide binding, primary screen, biochemical, uHTS, fluorescence dequenching (AID 1986) | inhibition, % at 20 µM; hits with a dose series show IC50 in µM | actives 0.3% (n = 290,000) | cell-free peptide binding, fluorescence dequenching, 30 min; higher % means a stronger effect; in the data active = inhibition mostly above about 52%, no sharp cut-off; inactive = mostly below about 76%; note: some results filed as inactive read as strong as hits
# Myeloid diff 2: myeloid differentiation induction | actives 1% (n = 360,000) | ER-HoxA9 myeloid progenitors, lysozyme-GFP differentiation, flow cytometry | calls only at 10 µM;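 active = normalized GFP-positive differentiation at or above the plate's own cutoff, the solvent-only control mean plus 3 SD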;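 note: cells exposed to compound for four days before flow analysis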
# NOD1 NF-kB reporter: NOD1 signaling inhibitors, primary screen, cell-based, luminescence, uHTS (AID 1578); inhibition, % at 4 µM, or EC50 in µM where a hit was titrated; actives 1% (n = 290,000); NOD1-driven NF-kB luciferase reporter cells, luminescence; higher % means a stronger effect; in the data active = inhibition mostly above about 36%, no sharp cut-off; inactive = mostly below about 34%;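 note: HEK-293T reporter cells stimulated with the NOD1 agonist gamma-tri-DAP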
# Salmonella PhoP GFP: inhibitors of PhoP regulon expression, primary screen, Salmonella Typhimurium, GFP reporter (AID 1863); S. Typhimurium PhoP-regulated promoter GFP reporter, 4 h; higher % means a stronger effect; one-dose inhibition, % at 50 µM; IC50 in µM for titrated hits; actives 0.16% (n = 300,000);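 active = inhibition over 29.93%, a cutoff 3 SD above the screen mean, later confirmed by dose response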;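 note: 0% = low Mg2+ inducing control and 100% = high Mg2+ repressing control; strong numbers were not always called active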
# Myeloid diff 2 GFP+ MAC1+ %: further read-out of Myeloid diff 2, marked with its call; GFP+ MAC1+ double positive, %; measured here: differentiation confirmed by MAC1 staining
# The depositor's hits bear a star; i = inactive; / = no result given; + = active, no number; [ ] = another dose, or the depositor's remark. Cut-off read from the data, not from the text of the source, unless noted: active = inhibition above about 50%; inactive = the rest.
SMILES,NOD2 inhibition,Siah-1 displacement,KOR beta-arrestin-1,KOR beta-arrestin-2,LYP phosphatase,HIV peptide binding,Myeloid diff 2,Myeloid diff 2 GFP+ MAC1+ %,NOD1 NF-kB reporter,Salmonella PhoP GFP
CC1=CC(C)(C)n2c(O)c(N=NC(N)=S)c3c(C)ccc1c32,6.7%,4.9%,-0.1%,14.6%,6.6%,-2.2%,+,1.0*,-11.2%,-1.1%
Cc1nn(C)cc1/C=N/NC(=O)CSc1ccccn1,-4.5%,-7.4%,7.4%,/,1.0%,-1.7%,i,0.5,-6.7%,-3.5%
CC(C)/C=C1\CCCCC1N(C)C(=O)NC(C)C (stereo not drawn),-9.6%,-3.0%,-3.2%,10.5%,-9.7%,0.2%,i,1.1,2.1%,10.3%
CCOC(=O)N1CCN(C(=O)Cn2nc(-c3ccc(Cl)cc3)ccc2=O)CC1,18.9%,-4.4%,-0.5%,5.7%,-7.4%,-1.5%,i,0.5,14.1%,6.7%
Cc1cc(NC(=O)COC(=O)C2CC(=O)N(c3ccccc3Cl)C2)no1 (stereo not drawn),-35.4%,-3.9%,-0.8%,37.2%,-5.8%,-2.5%,i,1.0,28.9%,-8.0%
Cc1nn2c(COc3ccc(NC(=O)C(C)C)cc3)nnc2c2ccccc12,0.6%,-6.3%,1.0%,0.9%,-1.8%,0.6%,i,0.3,-35.4%,-3.5%
CCc1cc2c(=O)n(-c3ccccc3)c(SCC(=O)O)nc2s1,1.3%,-6.9%,4.8%,-6.7%,-5.2%,-1.6%,i,1.1,7.9%,-7.3%
COc1ccc(C(=O)NCC(=O)NCCc2c[nH]c3ccccc23)cc1OC,5.4%,2.0%,-1.6%,-4.7%,-3.0%,2.8%,i,1.4,-23.6%,-0.7%
O=C(NC1CCCCC1)C(c1ccncc1)N(C(=O)c1csnn1)c1cccc(F)c1 (stereo not drawn),-2.0%,0.7%,-1.4%,40.3%,-4.8%,2.3%,i,0.7,-22.3%,3.2%
COC(=O)Cc1cc(=O)[nH]c(/N=C(\N)Nc2cccc(C)c2)n1,11.2%,3.4%,-1.2%,-6.1%,-5.7%,-1.1%,i,0.4,-25.0%,5.6%
CCCn1c(N)c(Sc2ccc(C)cc2)c(=O)n(CCC)c1=O,10.6%,0.4%,-6.2%,14.9%,-1.2%,-0.4%,i,0.1,-39.4%,6.4%
COc1ccc(S(=O)(=O)N2CCOC2CNC(=O)C(=O)NCCc2ccccc2OC)cc1 (stereo not drawn),16.9%,-1.8%,0.2%,-20.7%[20 µM],-12.2%,-0.3%,i,0.6,-14.0%,/
CCC(Oc1ccccc1)C(=O)Nc1ccccc1C(=O)N1CCCCC1 (stereo not drawn),7.4%,0.9%,-0.2%,11.5%,-4.4%,-1.0%,i,2.5,-8.7%,-0.7%
CCOc1cc(NC(=O)c2ccco2)c(OCC)cc1NC(=O)COc1ccccc1,18.4%,-3.8%,-2.8%,3.0%,-10.9%,-0.8%,i,0.8,-4.4%,-3.2%
CCN1CCN(Cc2ccc3c(c2)Cc2ccccc2-3)CC1,-11.0%,4.5%,-3.0%,-1.0%,-1.1%,-1.4%,/,/,-35.7%,/
Cc1nc(N(C)C)c2sc(=S)n(Cc3ccccc3)c2n1,8.9%,-1.5%,-1.3%,23.9%,2.8%,-1.3%,i,0.4,-33.3%,3.3%
CC(NC(=O)CN(C)Cc1cccc(F)c1)c1ccccc1 (stereo not drawn),-20.8%,2.8%,-0.2%,1.7%,-6.8%,1.2%,i,0.3,-9.1%,3.1%
COc1cc(C)c(N)cc1C(C)C,-0.8%,1.2%,-2.2%,5.2%,-3.1%,-2.8%,i,3.6,-18.4%,11.9%
O=C(CC(C(=O)O)P(=O)(c1ccccc1)c1ccccc1)c1ccc(Br)cc1 (stereo not drawn),-0.9%,5.4%,-2.4%,30.1%,-1.9%,0.4%,i,0.1,1.9%,1.9%
O=c1c2ccccc2c(/C=N/c2nnc(Cc3ccccc3)s2)c(O)n1-c1ccc(Cl)cn1,0.0%,0.4%,-1.8%,28.1%,0.4%,14.1%,i,0.9,4.5%,3.5%

# Quoted from the listing.
# Cc1nn(C)cc1/C=N/NC(=O)CSc1ccccn1 – KOR beta-arrestin-1 = 7.4%
# COC(=O)Cc1cc(=O)[nH]c(/N=C(\N)Nc2cccc(C)c2)n1 – NOD2 inhibition = 11.2%
# COc1cc(C)c(N)cc1C(C)C – NOD1 NF-kB reporter = -18.4%
# CC(NC(=O)CN(C)Cc1cccc(F)c1)c1ccccc1 (stereo not drawn) – HIV peptide binding = 1.2%
# CCC(Oc1ccccc1)C(=O)Nc1ccccc1C(=O)N1CCCCC1 (stereo not drawn) – LYP phosphatase = -4.4%
# COc1ccc(C(=O)NCC(=O)NCCc2c[nH]c3ccccc23)cc1OC – KOR beta-arrestin-1 = -1.6%

# (cont.)
SMILES,NOD2 inhibition,Siah-1 displacement,KOR beta-arrestin-1,KOR beta-arrestin-2,LYP phosphatase,HIV peptide binding,Myeloid diff 2,Myeloid diff 2 GFP+ MAC1+ %,NOD1 NF-kB reporter,Salmonella PhoP GFP
CCn1cc(/C=C/C(=O)c2ccc(O)cc2)c(C)n1,-136.7%,15.8%,/,-17.3%[20 µM],-0.2%,0.1%,i,0.2,-51.2%,0.6%
N/C(=N\OC(=O)CCc1ccccc1)c1cccc(Br)c1,8.9%,4.7%,0.7%,-9.4%,0.1%,-2.9%,i,0.6,/,5.1%
Cc1ccc(C(=O)Oc2ccc(Br)cc2C(=S)N2CCOCC2)cc1,3.5%,1.1%,4.5%,-35.7%,-5.5%,1.1%,i,2.2,-20.0%,0.6%
O=S(=O)(c1ccc(Oc2ccc(-c3nnco3)cc2)nc1)N1CCC(Cc2ccccc2)CC1,-19.9%,8.0%,41.5%,5.4%,2.1%,1.0%,i,1.4,-34.8%,2.6%
Cc1ccc(CNS(=O)(=O)c2ccc3c(c2)n(C)c(=O)n3C)cc1,13.8%,0.4%,2.9%,-40.3%,-3.8%,0.2%,i,0.9,-10.5%,-0.1%
CCOc1ccccc1C(=O)N[C@H](C(=O)Nc1cc(S(=O)(=O)N(C)C)ccc1OC)C(C)C,9.6%,-3.4%,-1.1%,16.2%,0.1%,-1.4%,/,/,-28.3%,-4.4%
COC(=O)c1cc(NS(=O)(=O)c2ccc(C(C)C)cc2)ccc1N1CCOCC1,4.5%,-8.7%,-0.7%,7.8%,-6.6%,-1.4%,i,0.7,24.9%,-6.1%
CCc1nc(N2CCN(C(C)=O)CC2)c2c3c(sc2n1)CC(C(C)(C)C)CC3 (stereo not drawn),24.2%,-0.5%,-1.8%,-42.9%[20 µM],0.6%,-1.6%,i,0.6,-21.6%,-5.5%
CCOC(=O)CC1COCCN1C(=O)c1cc(COc2ccc(F)cc2Cl)on1 (stereo not drawn),6.0%,-4.9%,4.9%,-12.3%,-4.3%,-0.7%,i,2.4,-24.1%,8.2%
COCCNC(=O)CCCn1c(=O)c2cc(OC)c(OC)cc2n(CC(=O)c2ccccc2)c1=O,-5.1%,-3.0%,0.0%,-27.3%,0.5%,-0.5%,i,0.4,-39.2%,-0.7%
CC(=O)c1ccc(NC(=S)N(Cc2ccccc2)C(C)C2CC2)cc1 (stereo not drawn),-7.5%,-3.4%,-3.9%,1.0%,3.1%,-2.9%,i,0.7,-19.8%,8.1%
COc1ccc(-c2cn3cccnc3n2)cc1NS(=O)(=O)c1ccccc1,-13.0%,-9.5%,8.4%,-8.1%,-4.7%,-0.3%,i,0.2,9.6%,11.0%
Cc1ccc(S(=O)(=O)c2nc(S(C)(=O)=O)sc2NCC2CCCO2)cc1 (stereo not drawn),-5.4%,1.2%,4.1%,-24.2%,-4.9%,1.7%,i,1.6,-7.3%,1.3%
COc1ccc(C2=NS(=O)(=O)N(C)C(C(=O)NCc3ccc(F)cc3)=C2)cc1OC,13.0%,0.5%,/,-32.5%[20 µM],-3.2%,-1.1%,i,0.8,-25.1%,/
CC1=NN(c2ccccc2)C(=O)/C1=C\C=C1\N(C)c2ccccc2C1(C)C,1.8%,1.1%,-4.4%,43.6%,6.4%,16.9%,i,0.3,10.6%,19.9%
CCCCc1noc(-c2c(-c3ccccc3Cl)noc2C)n1,3.4%,8.5%,3.8%,12.7%,0.4%,0.3%,i,0.4,-7.4%,0.3%
COc1ccc(N2CCN(Cc3nc4ccsc4c(=O)[nH]3)CC2)cc1,-1.0%,-0.3%,6.1%,-9.7%,-3.5%,6.1%,i,0.7,-15.6%,-4.4%
COc1ccc(CN(C)C(=O)c2cccc(NS(=O)(=O)c3ccccc3)c2)cc1F,4.7%,-3.3%,-4.3%,-25.3%,-4.9%,-1.1%,i,0.7,-6.1%,6.9%
CCN1CCN(c2c(/C=C3\SC(=S)N(Cc4ccco4)C3=O)c(C)c(C#N)c(=O)n2C)CC1,8.5%,-6.8%,2.3%,-23.9%,-11.3%,89.4%*,i,0.6,14.9%,-15.2%
CCOC(=O)C(Oc1ccc(=O)n(-c2ccccc2)n1)C(C)=O (stereo not drawn),5.8%,-0.3%,0.7%,-28.1%,-11.2%,-1.4%,i,0.2,13.4%,-2.8%

# Marked active in HIV peptide binding, among the entries above:
Compound	NOD2 inhibition	Siah-1 displacement	KOR beta-arrestin-1	KOR beta-arrestin-2	LYP phosphatase	HIV peptide binding	Myeloid diff 2 GFP+ MAC1+ %	NOD1 NF-kB reporter	Salmonella PhoP GFP
CCN1CCN(c2c(/C=C3\SC(=S)N(Cc4ccco4)C3=O)c(C)c(C#N)c(=O)n2C)CC1	8.5%	-6.8%	2.3%	-23.9%	-11.3%	89.4%*	0.6	14.9%	-15.2%

# (list continues)
SMILES,NOD2 inhibition,Siah-1 displacement,KOR beta-arrestin-1,KOR beta-arrestin-2,LYP phosphatase,HIV peptide binding,Myeloid diff 2,Myeloid diff 2 GFP+ MAC1+ %,NOD1 NF-kB reporter,Salmonella PhoP GFP
CC(C)C(=O)Nc1c(-c2ccccc2Cl)c(=O)c2ccccc2n1C,-2.6%,1.0%,-5.9%,16.5%,-4.5%,0.0%,i,1.0,-2.8%,6.8%
CC(=O)c1sc(C(C)(C)C)cc1NC(=O)CCC(=O)O,11.7%,4.1%,-1.8%,-11.3%,1.6%,-0.7%,i,0.4,-13.2%,0.8%
O=C(Nc1ccc(Br)cc1)c1ccc2c(c1)OCO2,-125.1%,1.1%,-3.3%,14.7%,-11.4%,0.5%,i,0.7,-10.0%,4.0%
COc1ccc(-c2[nH]c(-c3ccc4c(c3)OCO4)nc2-c2ccccc2)cc1,-6.2%,0.5%,-2.0%,-7.4%,-3.3%,1.3%,i,0.2,1.6%,-3.4%

# Record cards, as listed above. Values in the order: NOD2 inhibition, Siah-1 displacement, KOR beta-arrestin-1, KOR beta-arrestin-2, LYP phosphatase, HIV peptide binding, Myeloid diff 2, Myeloid diff 2 GFP+ MAC1+ %, NOD1 NF-kB reporter, Salmonella PhoP GFP
# `Cc1cc(NC(=O)COC(=O)C2CC(=O)N(c3ccccc3Cl)C2)no1` (stereo not drawn) is listed as -35.4%, -3.9%, -0.8%, 37.2%, -5.8%, -2.5%, i, 1.0, 28.9%, -8.0%
# `COC(=O)c1cc(NS(=O)(=O)c2ccc(C(C)C)cc2)ccc1N1CCOCC1` is listed as 4.5%, -8.7%, -0.7%, 7.8%, -6.6%, -1.4%, i, 0.7, 24.9%, -6.1%

# An excerpt; rates above refer to the full screens.
